Bioassay records: PubChem BioAssay, Fisher Drug Discovery Resource Center
mcGAS inh – blocks mouse cGAS activity; recombinant cGAS, Kinase-Glo ATP depletion luminescence; inhibition, % at 12.5 µM; 160,000 tested, 0.15% active; AID 1259399;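 note: 0% = negative control wells and 100% = reference inhibitor with no enzyme activity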
hcGAS inh – blocks human cGAS activity. Q8N884. recombinant h-cGAS, ATP depletion, Kinase-Glo luminescence. inhibition, % at 12.5 µM. 290,000 tested, 0.081% active. AID 1259398;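 note: 0% = vehicle reaction and 100% = reaction without DNA for no activity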
Target sequence (Q8N884 whole entry, looked up): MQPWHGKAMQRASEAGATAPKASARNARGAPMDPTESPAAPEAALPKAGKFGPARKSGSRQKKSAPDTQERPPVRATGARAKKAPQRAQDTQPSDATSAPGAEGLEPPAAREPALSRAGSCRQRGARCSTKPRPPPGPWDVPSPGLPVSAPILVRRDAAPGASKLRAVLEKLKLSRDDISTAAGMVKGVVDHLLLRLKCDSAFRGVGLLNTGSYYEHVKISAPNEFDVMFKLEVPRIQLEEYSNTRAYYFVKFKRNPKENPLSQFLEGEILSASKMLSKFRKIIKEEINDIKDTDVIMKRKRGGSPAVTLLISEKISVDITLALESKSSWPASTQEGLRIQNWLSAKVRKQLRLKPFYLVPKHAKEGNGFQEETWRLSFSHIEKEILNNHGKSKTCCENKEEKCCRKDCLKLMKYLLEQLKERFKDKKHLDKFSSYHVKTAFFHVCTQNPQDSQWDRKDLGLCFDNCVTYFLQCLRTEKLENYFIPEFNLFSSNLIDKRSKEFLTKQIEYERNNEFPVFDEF
NPYLR7 agonist – mosquito NPYLR7 agonism | HEK293T NPYLR7/Galpha15, GCaMP6s calcium fluorescence | activation, % at 10 µM | 270,000 tested, 0.15% active | AID 1259423; in the data active = activation above about 40%;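 note: 0% = vehicle and 100% = reference agonist at the receptor; some compounds past the cut are filed as inactive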
Numbers without * were called inactive; & = joins results of further samples. Cut-off read from the data, not from the text of the source, unless noted: active = inhibition above about 40%; inactive = the rest. Compounds as they come (roughly 0.29% active in at least one column).

CCCCc1nc(N2CCN(S(=O)(=O)c3ccc([N+](=O)[O-])cc3)CC2)c2c(C)nn(-c3ccccc3)c2n1 was read as mcGAS inh -9 and hcGAS inh -9.
`CON(C)C(=O)C1CCC(C(F)(F)F)NC1=O` (stereo not drawn) gave hcGAS inh -2 and NPYLR7 agonist -14.
Screening CCOc1ccc(NC(=O)N2CCc3cc(OC)c(OC)cc3C2CNS(=O)(=O)c2ccccc2)cc1 (stereo not drawn) returned mcGAS inh -5 and hcGAS inh -2.
`O=C(Cc1ccsc1)N1CCC2(CC1)CC(N1CCCCC1)CCO2` (stereo not drawn) gave mcGAS inh -4 and hcGAS inh -8.
O=C(CSc1ccccc1)Nc1nnc(-c2ccncc2)o1 was read as hcGAS inh 1 and NPYLR7 agonist 12.
Screening O=C1OC(C(=O)Nc2c(F)cc(F)cc2Br)Cc2ccccc21 (stereo not drawn) returned mcGAS inh -10, hcGAS inh -2 and NPYLR7 agonist -1.
`Cc1ccc(C)c(NC(=O)CSc2nnc(CNC(=O)c3ccco3)n2-c2ccc(Cl)c(Cl)c2)c1` gave hcGAS inh -6 and NPYLR7 agonist -8.
For O=C(c1ccc(Cn2cnnn2)cc1)N1CCCC1c1nccs1 (stereo not drawn) the results were mcGAS inh -9, hcGAS inh -1 and NPYLR7 agonist 9.
For CC1=C(C(=O)OCC(C)C)C(c2ccccc2[N+](=O)[O-])NC(=O)N1C (stereo not drawn) the results were mcGAS inh -5, hcGAS inh -7 and NPYLR7 agonist -1.
Screening O=C(C=Cc1ccccc1)N(Cc1ccccc1)Cc1nc2ccccc2c(=O)[nH]1 returned hcGAS inh -7 and NPYLR7 agonist 7.
`O=C(CCN(Cc1ccccc1)c1nc(-c2ccccc2)nc2ccccc12)NCc1ccco1` gave mcGAS inh -7, hcGAS inh -9 and NPYLR7 agonist 16.
For CC(=O)Oc1ccc2c(=O)c(-c3ccccn3)coc2c1 the results were mcGAS inh -6, hcGAS inh 2 and NPYLR7 agonist -14.
`COC(=O)c1ccc(NC(=O)c2nn(-c3ccccc3C)c(=O)cc2OC)cc1` gave hcGAS inh -7 and NPYLR7 agonist 5.
Screening CCOC(=O)CNC(=O)CSc1nnc(C)c2cnn(-c3ccccc3)c12 returned mcGAS inh -10, hcGAS inh -3 and NPYLR7 agonist -10.
Screening O=C1CC2(CCCCC2)C(=O)N1Cc1nc2sccc2c(=O)[nH]1 returned hcGAS inh 0 and NPYLR7 agonist 12.
CCCc1nc(CS(=O)Cc2cc3c(cc2Br)OCCO3)no1 (stereo not drawn) was read as hcGAS inh -6 and NPYLR7 agonist 15.
Screening COc1ccccc1-n1c(SCC(=O)c2ccc(Cl)cc2)nc2c(c1=O)SCC2 returned hcGAS inh -2 and NPYLR7 agonist 6.
O=C(NCCCOc1cccc([N+](=O)[O-])c1)C(Cc1ccccc1)c1ccccc1 (stereo not drawn) was read as mcGAS inh -5, hcGAS inh -2 and NPYLR7 agonist -5.
For O=c1[nH]cnc2c1C(c1cccc([N+](=O)[O-])c1)c1c(nc[nH]c1=O)O2 the results were mcGAS inh -7, hcGAS inh -8 and NPYLR7 agonist 0.
Screening CCn1c(CC2CCN(Cc3ccc(C4CCCCO4)o3)CC2)n[nH]c1=O (stereo not drawn) returned hcGAS inh -7 and NPYLR7 agonist 7.
`O=C1NC(c2sc3ccccc3c2Cl)Nc2ccccc21` (stereo not drawn) gave mcGAS inh -18, hcGAS inh -10 and NPYLR7 agonist 17.
For N#Cc1c(C(F)(F)F)cc(-c2ccccc2)nc1SCC1COc2ccccc2O1 (stereo not drawn) the results were mcGAS inh -3, hcGAS inh -5 and NPYLR7 agonist 1.
For CC1=NN(c2ccc(C(=O)NC3CCCOc4ccc(F)cc43)cc2)CC1 (stereo not drawn) the results were hcGAS inh 11 and NPYLR7 agonist -5.
For O=C(Nc1ccc(Cl)cc1)c1nnc(CN2CCCC2)s1 the results were hcGAS inh 2 and NPYLR7 agonist 1.
Screening COc1cccc(CSc2nnc(CNC(=O)Nc3cc(C(F)(F)F)cc(C(F)(F)F)c3)n2-c2ccc(C)cc2)c1 returned mcGAS inh -5, hcGAS inh -18 and NPYLR7 agonist -9.
Cc1csc(/C(C#N)=C\c2ccc(C3CC3C)o2)n1 (stereo not drawn) was read as hcGAS inh -9 and NPYLR7 agonist 12.
`N#CC(=Cc1ccc(Cl)cc1)c1nc(C2CC2)cs1` gave mcGAS inh -3, hcGAS inh -3 and NPYLR7 agonist 3.
For CCCCN(Cc1cccn1Cc1cccc(C)c1)C(=O)CN(C(=O)c1ccc([N+](=O)[O-])cc1)C(C)C the results were mcGAS inh -6, hcGAS inh -5 and NPYLR7 agonist 2.
For O=C(Cn1cnc2scc(-c3ccc(Br)cc3)c2c1=O)c1ccco1 the results were mcGAS inh -9, hcGAS inh -2 and NPYLR7 agonist 1.
Cc1nnc(CN(C(=O)c2cc(F)c(F)cc2Cl)C(C)(C)C)o1 was read as mcGAS inh -15, hcGAS inh -15 and NPYLR7 agonist 4.

Three compounds already listed, ordered by number of heavy atoms, falling:
For N#Cc1c(C(F)(F)F)cc(-c2ccccc2)nc1SCC1COc2ccccc2O1 (stereo not drawn) the results were mcGAS inh -3, hcGAS inh -5 and NPYLR7 agonist 1.
Screening COc1ccccc1-n1c(SCC(=O)c2ccc(Cl)cc2)nc2c(c1=O)SCC2 returned hcGAS inh -2 and NPYLR7 agonist 6.
Screening CCn1c(CC2CCN(Cc3ccc(C4CCCCO4)o3)CC2)n[nH]c1=O (stereo not drawn) returned hcGAS inh -7 and NPYLR7 agonist 7.

Other entries follow.
`C1=CCC(c2cn(Cc3nccn3Cc3ccccc3)nn2)CC1` (stereo not drawn) gave hcGAS inh -11 and NPYLR7 agonist -1.
`OC(Cc1ccccc1)c1ncc(-c2ccc(Cl)cc2)[nH]1` (stereo not drawn) gave hcGAS inh -8 and NPYLR7 agonist 2.
Cc1nc(CC(=O)N2CCCC2c2nonc2C)cs1 (stereo not drawn) was read as hcGAS inh -4 and NPYLR7 agonist 5.
CCS(=O)(=O)CCNC(=O)Cc1c(C)[nH]c2c(F)cccc12 was read as hcGAS inh -4 and NPYLR7 agonist 2.
For O=C(NC1CC1)C1CNCCN1C(=O)c1cc(=O)nc2sccn12 (stereo not drawn) the results were hcGAS inh -8 and NPYLR7 agonist 17.
C=CCN(CC(=O)N1CCc2sccc2C1c1ccc(Cl)cc1Cl)C(=O)c1ccco1 (stereo not drawn) was read as mcGAS inh 1, hcGAS inh -1 and NPYLR7 agonist -10.
For CCOc1ccc(C(=O)Nc2c(C)nc3c(C)cccn3c2=O)cc1OCC the results were hcGAS inh -14 and NPYLR7 agonist 2.
For COc1ccc(C(C2Sc3ncnn3C2=O)N2CCCC(C)C2)cc1OC (stereo not drawn) the results were mcGAS inh -5, hcGAS inh -3 and NPYLR7 agonist 0.
Screening CC(C)n1nc(C(=O)NNS(=O)(=O)c2ccc(Cl)cc2)c2ccccc2c1=O returned mcGAS inh -15, hcGAS inh -5 and NPYLR7 agonist 1.
`COC(=O)c1cc(C(=O)OC)cc(N2C(=O)CSC2c2c(F)cccc2Cl)c1` (stereo not drawn) gave hcGAS inh -10 and NPYLR7 agonist -5.
O=S(=O)(Nc1ccc(Nc2cc(-n3ccnc3)ncn2)cc1)c1ccc(C(F)(F)F)cc1 was read as mcGAS inh -6, hcGAS inh -1 and NPYLR7 agonist -12.
For O=C(Nc1nc2nc(-c3cccs3)cc(C(F)(F)F)c2s1)C1CCC1 the results were mcGAS inh -4, hcGAS inh -4 and NPYLR7 agonist 6.
For CCOC(=O)C1=C(COC(=O)c2cc3c(s2)CCC3)NC(=O)NC1c1cccs1 (stereo not drawn) the results were mcGAS inh -9, hcGAS inh -4 and NPYLR7 agonist 5.
OCCC1CCCN(CCCCCn2nnc(-c3ccccc3)n2)C1 (stereo not drawn) was read as hcGAS inh -7 and NPYLR7 agonist 2.
COCCCN(CC(=O)N1CCc2sccc2C1COc1cccc(OC)c1)C(=O)c1cccc(Cl)c1 (stereo not drawn) was read as mcGAS inh -3, hcGAS inh -4 and NPYLR7 agonist -3.

Continued (3 carried over from the part before).
For CCOC(=O)C1=C(COC(=O)c2cc3c(s2)CCC3)NC(=O)NC1c1cccs1 (stereo not drawn) the results were mcGAS inh -9, hcGAS inh -4 and NPYLR7 agonist 5.
OCCC1CCCN(CCCCCn2nnc(-c3ccccc3)n2)C1 (stereo not drawn) was read as hcGAS inh -7 and NPYLR7 agonist 2.
COCCCN(CC(=O)N1CCc2sccc2C1COc1cccc(OC)c1)C(=O)c1cccc(Cl)c1 (stereo not drawn) was read as mcGAS inh -3, hcGAS inh -4 and NPYLR7 agonist -3.
O=c1n(CCCOc2ccccc2)nnn1-c1cccs1 was read as mcGAS inh -21, hcGAS inh -7 and NPYLR7 agonist 2.
Screening O=S(=O)(NCCCN1CCOCC1)c1c(Cl)nc2sccn12 returned mcGAS inh -16, hcGAS inh -5 and NPYLR7 agonist 14.
`COc1ccc(OC)c(S(=O)(=O)Nc2ccc(-c3ccc(N4CCC(C)CC4)nn3)cc2)c1` gave mcGAS inh -8, hcGAS inh -6 and NPYLR7 agonist 0.
`Cc1cc(Br)cnc1NC(=O)Cn1nc(C(F)(F)F)cc1C` gave mcGAS inh -5, hcGAS inh -7 and NPYLR7 agonist 11.
Screening COC(=O)c1ccc(NC(=O)CSc2cn(CC(=O)N3CCOCC3)c3ccccc23)cc1 returned mcGAS inh -6, hcGAS inh -5 and NPYLR7 agonist -7.
Screening O=C(NCC1(c2ccccc2)CC1)N1CCC2(CCOC2)C1 (stereo not drawn) returned hcGAS inh 1 and NPYLR7 agonist 2.
For CCOC(=O)c1cc(-c2ccccc2)n(CCOC)c1C the results were hcGAS inh -7 and NPYLR7 agonist -12.
CCCCS(=O)(=O)N(C)C(=O)/C=C/c1cccc(Cl)c1 was read as hcGAS inh -17 and NPYLR7 agonist 1.
`CN(C)C(=O)c1cncn1-c1cccc(-c2ccccc2C(F)(F)F)c1` gave mcGAS inh -2, hcGAS inh 0 and NPYLR7 agonist 0.
CC1(C(=O)NC2CCN(Cc3ccccc3)CC2)CCN1Cc1ccc(-c2ccccc2)o1 (stereo not drawn) was read as hcGAS inh -12 and NPYLR7 agonist 7.
Cc1noc(C)c1S(=O)(=O)N1CCOC(CC2CCCCC2)C1 (stereo not drawn) was read as hcGAS inh -8 and NPYLR7 agonist 1.
NC(=O)CN1CCCC(NC(=O)c2ccc(-c3ccccc3Cl)o2)C1 (stereo not drawn) was read as mcGAS inh -16, hcGAS inh -9 and NPYLR7 agonist -4.
For CCN(Cc1ccccc1)C(=O)/C=C/c1c(C)nn(C)c1C the results were mcGAS inh -7, hcGAS inh -5 and NPYLR7 agonist 10.
`O=C1CCNC(=S)N1Cc1ccccc1CN1CCCCC1` gave hcGAS inh -8 and NPYLR7 agonist 5.
`Cc1c(CC(=O)NCC2CCCO2)c2c(n1C1CCCCC1)CC(C)(C)CC2=O` (stereo not drawn) gave mcGAS inh -6 and hcGAS inh -16.
`CCc1nc2n(n1)C(=O)C(C(c1cccc(Br)c1)N1CCN(CC)CC1)S2` (stereo not drawn) gave mcGAS inh -6, hcGAS inh -2 and NPYLR7 agonist 9.
Cc1nccn1-c1ccc(NC(=O)C2CCCN(Cc3ccon3)C2)cc1 (stereo not drawn) was read as hcGAS inh -14&-6 and NPYLR7 agonist 1&-10.
For Cc1cccc2nc(CNc3ccccc3C(=O)NCc3ccccc3)cc(=O)n12 the results were hcGAS inh -5 and NPYLR7 agonist 12.
For CCCOCCCNC(=O)c1ccc(-n2nc(C(=O)OCC)cc2CCC(C)C)cc1 the results were mcGAS inh -9, hcGAS inh -10 and NPYLR7 agonist -1.
`CCc1ccc(CN2CCC(N3CCCC(C(=O)N4CCCC4)C3)CC2)o1` (stereo not drawn) gave hcGAS inh 1 and NPYLR7 agonist 5.
For c1ccc(CSc2nnc3sc4ccccc4n23)cc1 the results were mcGAS inh -2, hcGAS inh -2 and NPYLR7 agonist 0.
For Cc1nc(CCNC(=O)c2[nH]nc(N)c2-c2ccccc2)sc1C the results were hcGAS inh -2 and NPYLR7 agonist -6.
Screening COCc1cccc(C(=O)Nc2nc3cc4c(cc3s2)OCCO4)c1 returned mcGAS inh -3, hcGAS inh -5 and NPYLR7 agonist 4.
`O=S(=O)(c1ccc(Cl)cc1)N1CCn2c1nc1ccccc12` gave hcGAS inh -11 and NPYLR7 agonist 0.
CN(Cc1ncc[nH]1)c1ccc(C(=O)N2CCC(CCc3ccccc3)CC2)cn1 was read as mcGAS inh -16, hcGAS inh -4 and NPYLR7 agonist 16.
Screening Cn1cnnc1Sc1c([N+](=O)[O-])ncn1C returned hcGAS inh 0 and NPYLR7 agonist -16.
O=C1CC2(CCN(Cc3ccc(-n4cccn4)cc3)CC2)CN1 was read as hcGAS inh -5 and NPYLR7 agonist 23.
`O=C(O)C1COC2(CCN(C(=O)Cc3ccccc3)CC2)N1C(=O)c1ccco1` (stereo not drawn) gave mcGAS inh -4, hcGAS inh -1 and NPYLR7 agonist 12.
Screening O=C(CC(NCCO)C(=O)O)Nc1ccccc1 (stereo not drawn) returned hcGAS inh -1 and NPYLR7 agonist 1.
`CCn1cnnc1CN(C)c1ccc(-c2nc(COc3ccccc3)no2)cn1` gave hcGAS inh -9 and NPYLR7 agonist 18.
For COc1cc(CN(C)CC2CCN(CCc3cccc(F)c3)CC2)cc(Cl)c1O the results were mcGAS inh -10, hcGAS inh -7 and NPYLR7 agonist -2.

Filtered by structure, the entries above containing a COOH group
`O=C(O)C1COC2(CCN(C(=O)Cc3ccccc3)CC2)N1C(=O)c1ccco1` (stereo not drawn) gave mcGAS inh -4, hcGAS inh -1 and NPYLR7 agonist 12.
Screening O=C(CC(NCCO)C(=O)O)Nc1ccccc1 (stereo not drawn) returned hcGAS inh -1 and NPYLR7 agonist 1.
